# TDP43 rescue: qHTS of TDP-43 Inhibitors. TDP-43 expressing yeast growth rescue, BacTiter-Glo, 24 h. Potency, µM (series often up to 46.1 µM), for inactives: at the top dose growth rescue (activation), hits mostly activators. actives 1.8% (n = 410,000). AID 652104, 2013; further: potency means the concentration at half of the fitted maximal effect; % of control where 0% means no effect; nearly all actives have a fitted effect of over 50% in size
#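 Yeast expressing TDP-43 (pregrown in raffinose, seeded at OD600=0.02 in galactose medium) exposed to compounds 24 hr at 30 deg C. Growth read by BacTiter-Glo luminescence; rescue of toxicity appears as increased signal.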
# aSyn yeast inh: qHTS of alpha-syn Inhibitors | Yeast expressing alpha-synuclein, growth rescue, BacTiter-Glo, 24 h | Potency, µM (series often up to 46.1 µM), inactives show top-dose growth rescue (activation), usual class: activators | actives 0.14% (n = 370,000) | AID 652106, 2013; further: potency means the concentration at half of the fitted maximal effect; % of control where 0% means no effect; nearly all actives have a fitted effect of over 65% in size
#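 Galactose-induced alpha-syn yeast (OD600=0.02, raffinose-pregrown) + pinned cpd, 24 hr, 30 deg C; growth by BacTiter-Glo luminescence. Growth restoration scores as activation.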
# EPAC2 ag: qHTS for Agonist of cAMP-regulated guanine nucleotide exchange factor 4 (EPAC2): primary screen. EPAC2 activation, biochemical qHTS; response scale: 100% = 6.5 mM cAMP response. Rap guanine nucleotide exchange factor 4 (Homo sapiens), Q8WZA2. Potency, µM (highest dose often 154 µM), without a hit: top-dose activation, usual class: activators. actives 0.079% (n = 360,000); further: potency means the concentration at half of the fitted maximal effect; nearly all actives have a fitted effect of over 50% in size
# Target sequence (Q8WZA2 whole entry, looked up): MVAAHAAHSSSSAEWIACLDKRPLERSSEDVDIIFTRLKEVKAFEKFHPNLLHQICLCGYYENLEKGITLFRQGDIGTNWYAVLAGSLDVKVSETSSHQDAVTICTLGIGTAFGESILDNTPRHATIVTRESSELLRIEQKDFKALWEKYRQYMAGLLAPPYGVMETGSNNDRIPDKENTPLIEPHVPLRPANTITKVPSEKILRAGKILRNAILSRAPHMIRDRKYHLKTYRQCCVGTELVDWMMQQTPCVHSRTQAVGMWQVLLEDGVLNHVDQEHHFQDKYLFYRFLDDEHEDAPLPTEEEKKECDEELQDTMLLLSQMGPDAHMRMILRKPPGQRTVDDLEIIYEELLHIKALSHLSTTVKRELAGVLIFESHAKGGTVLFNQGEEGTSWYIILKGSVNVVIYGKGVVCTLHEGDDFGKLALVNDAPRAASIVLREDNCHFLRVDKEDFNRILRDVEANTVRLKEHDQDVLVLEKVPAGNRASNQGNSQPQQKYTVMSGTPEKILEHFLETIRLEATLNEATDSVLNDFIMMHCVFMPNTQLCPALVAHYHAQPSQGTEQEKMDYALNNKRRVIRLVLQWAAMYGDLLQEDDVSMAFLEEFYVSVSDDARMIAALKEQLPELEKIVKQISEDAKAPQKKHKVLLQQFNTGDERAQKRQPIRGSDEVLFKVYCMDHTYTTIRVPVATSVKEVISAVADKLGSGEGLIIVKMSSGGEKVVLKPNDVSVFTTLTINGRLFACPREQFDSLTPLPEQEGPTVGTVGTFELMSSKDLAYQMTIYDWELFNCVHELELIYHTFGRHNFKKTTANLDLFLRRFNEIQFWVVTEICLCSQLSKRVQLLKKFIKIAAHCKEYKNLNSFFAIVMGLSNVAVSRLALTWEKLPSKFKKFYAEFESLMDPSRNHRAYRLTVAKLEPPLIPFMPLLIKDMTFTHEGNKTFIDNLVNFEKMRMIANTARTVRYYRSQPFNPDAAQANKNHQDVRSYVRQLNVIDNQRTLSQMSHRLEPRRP
#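 Setup: EPAC2 100 nM, labeled Rap1B complex 250 nM, free GDP 50 uM. Compound titrations pinned in, brief spin, 5 min room temperature incubation. Kinetic fluorescence read over 30 min, normalized to 6.5 mM cAMP.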
# DRD3 antagonist: qHTS of D3 Dopamine Receptor Antagonist: qHTS; D(3) dopamine receptor (Homo sapiens), P35462; max response, negative = inhibition, %; D3R cells, DiscoveRx beta-arrestin luminescence, antagonist mode; stronger effect = lower value; AID 652054, 2013; actives 2.5% (n = 360,000); in the data active means max response below about -50%; inconclusive means no clear call, values can overlap the other calls; further: on the % scale 0 is the no-effect control and ±100 the full control effect; mostly tested at two doses, the higher about 12 µM
#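 Cells expressing the human receptor were seeded at 1500 cells/well, incubated overnight at 37 degrees C in 5% CO2, then exposed to library compounds with dopamine controls for 90 minutes at 37 degrees C before luminescent detection.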
# Abeta rescue: qHTS for compounds that reverse cellular toxicity of Amyloid beta (A-beta) peptide in yeast: Primary Screen | actives 0.063% (n = 410,000) | AID 1347071, 2019 | yeast expressing A-beta42, growth rescue, OD600, 48 h; response scale: 0% DMSO, 100% iron-clioquinol control | Potency, µM (series often up to 46.1 µM), inactives show at the top dose growth rescue, most hits filed as activators; further: potency means the concentration at half of the fitted maximal effect; nearly all actives have a fitted effect of over 55% in size
#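 Growth rescue measured by 600 nm absorbance after 48 h yeast culture at 30 C with compound. Values normalized between DMSO and an equimolar ferric chloride plus clioquinol control.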
# FUS suppressor: qHTS for Suppressors of FUS Proteinopathy: Primary screen using FUS-linked yeast assay | S. cerevisiae FUS-expressing, growth rescue, OD600, 24 h | Potency, µM (highest dose often 76.6 µM), for inactives: top-dose growth rescue (activation), usual class: activators | actives 0.24% (n = 390,000) | AID 1347120, 2019;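 further: potency means the concentration at half of the fitted maximal effect; plate controls were DMSO vehicle for no effect and reference control for full effect; nearly all actives have a fitted effect of over 55% in size; some results filed as inactive show a strong effect at the top dose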
#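 Galactose (2%) drives FUS expression in yeast precultured in raffinose; seeding density OD 0.005. Test compounds incubated 24hr at 30C and 99% humidity before absorbance at 600 nm was measured.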
# EPAC2 antagonist: qHTS for Antagonist of cAMP-regulated guanine nucleotide exchange factor 2 (EPAC2): primary screen. Potency, µM (doses to about 114 µM), for inactives: at the top dose activity, negative = inhibition, most hits filed as inhibitors. actives 0.18% (n = 360,000). EPAC2 GEF exchange of Rap1B-BODIPY-GDP, fluorescence; further: potency means the concentration at half of the fitted maximal effect; on the % scale 0 is the no-effect control and ±100 the full control effect; nearly all actives have a fitted effect of over 45% in size; many of its hits are not listed in these tables
# D3 ag: qHTS of D3 Dopamine Receptor Agonist: qHTS. D(3) dopamine receptor (Homo sapiens), P35462. max activation, %. actives 0.58% (n = 410,000). D3R DiscoveRx beta-arrestin cells, luminescence, 90 min; in the data active means max activation above about 30%; further: 0% is about no effect; mostly tested at two doses, the higher about 12 µM
#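 Agonist-mode cell screen: cells plated at 1500/well and incubated overnight at 37 °C, then exposed to library compounds for 90 min at 37 °C. Detection reagent was added for 30–60 min at room temperature, and luminescence was read.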
# * marks the source's active call; other numbers are inactive results; ? = inconclusive; / = not tested or not shown; & = joins results of further samples; [ ] = another dose, or the depositor's remark. Unless noted, the call rests on the fitted dose curve; in most records, active means well fitted curve in the direction sought with a large enough effect; inconclusive means small, poorly fitted or top-dose-only effect, or another doubt; inactive means no such curve, though single readings can be large; an effect the other way counts as inactive or inconclusive.
SMILES,TDP43 rescue,aSyn yeast inh,EPAC2 ag,DRD3 antagonist,Abeta rescue,FUS suppressor,EPAC2 antagonist,D3 ag
CC1=NNC(=O)/C1=C\c1cn(-c2ccccc2)nc1-c1ccccc1,?,-58%[inhibitor],-3%,?,-92%[inhibitor],?,-8%,4
O=C(O)C1CCCCC1C(=O)NCCc1ccc(F)cc1 (stereo unspecified),-12%[0.397 µM],-6%,-1%,-22,-10%,7%,-12%,-6
Cc1ccc(S(=O)(=O)N2CCN(C(=O)CN3CCOCC3)C2)cc1,2%,1%,2%,9,-2%,18%,-6%,2
Cc1csc(NC(=O)c2ccc3c(=O)n4c(nc3c2)CCCCC4)n1,8%,-3%,6%,19,-11%,27%,3%,2
C/C(=C1/SC(N2CCOCC2)=NC1=O)c1ccc(Br)cc1,6%,-6%,8%,2,-2%,-17%,8%,10
COC(=O)NC1(C(=O)O)CCCC1,2%,-2%,16%,-1,12%,-34%,0%,-2
CC(C)(CNC(=O)c1ccc(Br)o1)CNC(=O)c1ccc(Br)o1,3%,1%,-4%,7,3%,21%,4%,1
CCCCCCCCN1C(=O)[C@H](CC(=O)NCc2ccccc2)C[C@@]2(C(=O)OC)CCCCC=C12,-3%,9%,-9%,3,-4%,?,-25%,-6
Cn1nnc2c(N3CCCCC3)ncnc21,6%,-1%,/,/,-10%,-13%,/,-2
CSc1ccc(CCNC(=O)Cn2ccc3cc(S(=O)(=O)N4CCCCCC4)ccc32)cc1,-2%,/,/,/,-3%,22%,/,-20
C[C@@H]1CN([C@H](C)CO)C(=O)c2cc(Br)cnc2O[C@@H]1CN(C)Cc1ccc(-c2ccccc2)cc1,0%,12%,12%,-10,10%,4%,-9%,0
O=C(CSc1nc2nn(-c3ccccc3)c(=O)c-2c2n1CCCCC2)Nc1ccc(OC(F)F)cc1,-15%,-3%,5%,-13,6%,16%,0%,1
O=S(=O)(c1ccc2oc3ccc(S(=O)(=O)N4CCCCC4)cc3c2c1)N1CCCCC1,-4%,-2%,3%,-21,-11%,8%,2%,-3
COc1cc(Cl)c(C)cc1NC(=O)C1CCCN(c2ncnc3onc(-c4ccc(F)cc4)c23)C1 (stereo unspecified),13%,/,/,/,-18%,35%,/,0
C/C(=N\NC(=O)Cc1ccc([N+](=O)[O-])cc1)c1cccnc1,10%,-3%,1%,12,-5%,-7%,1%,3

# An excerpt from above in order of SMILES length, largest number first.
SMILES,TDP43 rescue,aSyn yeast inh,EPAC2 ag,DRD3 antagonist,Abeta rescue,FUS suppressor,EPAC2 antagonist,D3 ag
CSc1ccc(CCNC(=O)Cn2ccc3cc(S(=O)(=O)N4CCCCCC4)ccc32)cc1,-2%,/,/,/,-3%,22%,/,-20
C/C(=C1/SC(N2CCOCC2)=NC1=O)c1ccc(Br)cc1,6%,-6%,8%,2,-2%,-17%,8%,10
Cn1nnc2c(N3CCCCC3)ncnc21,6%,-1%,/,/,-10%,-13%,/,-2

# (more compounds)
SMILES,TDP43 rescue,aSyn yeast inh,EPAC2 ag,DRD3 antagonist,Abeta rescue,FUS suppressor,EPAC2 antagonist,D3 ag
O=C(NN=C1CCCC1)c1cc(-c2ccc(F)cc2)nc2ccccc12,-19%[1.82 µM],-7%,0%,-15,-5%,28%,-4%,-7
CCN1CCN(c2nc(Nc3cc(OC)ccc3OC)nc(Nc3cc(OC)ccc3OC)n2)CC1,4%,2%,2%,8,-1%,-2%,-2%,4
Nc1nonc1C(=O)NCCNCc1cc(Br)ccc1OCc1ccccc1F,-12%,-16%,12%,0,-2%,19%,6%,-6
CCc1nc2ccccc2c(C(=O)OCC(=O)Nc2cccc(S(=O)(=O)N3CCOCC3)c2)c1C,-11%,-1%,11%,105,21%,?,-9%,33*
O=C(CCc1nc2ccccc2[nH]1)N1CCN(C(=O)c2ccco2)CC1,0%,-6%,5%,16,5%,-18%,3%,0
Nc1cc2sc(-c3ccc(C(=O)O)cc3)nc2cc1Cl,-19%,-12%,-3%,4,-32%[inhibitor],8%,-5%,9
CN(C)CC1CCCCC1OC(=O)c1ccc(Cl)cc1Cl (stereo unspecified),-18%,5%,4%,0,-5%,-25%,-1%,-12
Cc1ccc(S(=O)(=O)N2CCOCC2)cc1NC(=O)CNC(C)c1ccccc1 (stereo unspecified),-7%,3%,-10%,-14,8%,/,3%,-10
COc1cccc(CNC(=O)c2ccccc2NC(=O)C2=C(C)OCCS2)c1OC,-11%,-9%,14%,0,-8%,11%,-3%,-4
O=C(CCCC(=O)c1ccc(O)cc1)c1ccc(O)cc1,-11%,-1%,-7%,-6,0%,-7%,-5%,2
CCOc1ccc(NS(=O)(=O)c2ccc(C(=O)N3CC(C)OC(C)C3)cc2)cc1 (stereo unspecified),3%,-2%,-2%,24,-17%,-5%,9%,0
NC(=O)c1cc(S(=O)(=O)N2CCCC2)ccc1OCCOc1ccccc1F,7%,2%,3%,10,-7%,13%,12%,2
Cc1ccc(N(CC(=O)N/N=C/c2cccnc2)S(=O)(=O)c2ccccc2)cc1,-7%,1%,14%,-6,-9%,2%,-4%[57.1 µM],-3
COCCCn1c(=O)c2ccccc2n(CC(=O)NCCC2=CCCCC2)c1=O,5%,4%,10%,-7,-13%,11%,1%,-14
CC(=O)c1cc(CN2CCN(CCc3ccccc3)C(CCO)C2)cs1 (stereo unspecified),13%,3%,-5%,-12,-2%,1%,14%,-6
CCN(CC)S(=O)(=O)c1ccc2c(c1)c(=O)c(C(=O)N1CCN(c3cc(C)ccc3C)CC1)cn2C,2%,/,/,/,5%,10%,/,-3
CCN(CC)CCCSc1nc2ccccc2s1,0%,-3%,16%,-74*,-11%,22%,1%,-14
Cc1c(C(=O)N2CCc3ccccc3C2)oc2ccc(S(=O)(=O)N3CC(C)CC(C)C3)cc12 (stereo unspecified),7%,14%,1%,-13,0%,/,-9%,-7
COC(=O)c1ccccc1NC(=O)CC(=O)Nc1ccccc1C(=O)OC,2%,-3%,6%,-2,-7%,-25%,0%,5
CN(/C=C1/C(=O)CNC1=O)CCO,21%,6%,7%,8,8%,-14%,1%,-1
CCN(C(=O)CN1CCN(c2ccc(OC)cc2)CC1)c1c(N)n(Cc2ccccc2)c(=O)[nH]c1=O,0%,7%,-5%,6,6%,-13%,5%,1
Cc1cc(C(=O)O)c(CCCN)s1,-28%,3%,-3%,-17,-13%,-17%,6%,-3
OCC(O)C1OC(Nc2ccc(Br)cc2)C(O)C1O (stereo unspecified),17%,1%,-2%,2,-12%,-4%,7%,4
Cc1cccc(C)c1NC(=O)N1CCC(C(N)=O)(N2CCCCC2)CC1,22%,/,/,/,-11%,-26%,/,5
NC(=O)NC(CC(=O)OCC(=O)Nc1nnc(-c2ccccc2)o1)c1ccc(Cl)cc1 (stereo unspecified),17%,2%,-1%,20,-7%,17%,-17%,5
CC(C)(C)c1ccc(/C=C/C(=O)Nc2ccc(S(N)(=O)=O)cc2)cc1,3%,-6%,/,/,-11%,19%,/,25
Cc1ccc(OCC(=O)c2cc(C)n(C3CC3)c2C)c([N+](=O)[O-])n1,?,13%,-2%,11,30%,9%,5%,4
COc1ccc(-c2nn3c(-c4ccccn4)nnc3s2)cc1OC,6%,-1%,1%,-20,10%,38%,1%,0
Clc1ccccc1OCCn1ccnc1,-14%,-6%,0%,-7,-14%,12%,5%,-15
Cc1ccc(CCNC(=O)CS(=O)Cc2nc(-c3ccccc3Cl)oc2C)cc1 (stereo unspecified),0%&14%,6%,12%,-1,-17%&7%,19%&16%,5%,-2&4
Cn1c(SCC(=O)Nc2cccc(NC(=O)c3cccs3)c2)nnc1-c1ccncc1,-5%,-13%,6%,?,-9%[9.22 µM],?,17%,-2
CNc1nc(-c2ccc3c(c2)CCN3C(=O)c2ccc(F)cc2)cs1,18%,-10%,-8%,2,-4%,20%,-10%[57.1 µM],1
O=C(NCCc1ccccc1)c1cccc(NC(=O)C2CCCC2)c1,17%,1%,-2%,?,-3%,-7%,-8%,-3
CC(C)OCCCNCC(O)c1ccccc1 (stereo unspecified),21%,4%,-4%,0,6%,/,-2%,-10
CC(=O)c1ccc(NC(=O)N2C3CCC2CC(O)(c2cccnc2)C3)cc1 (stereo unspecified),-5%,2%,-2%,13,-17%,-15%,-7%,-8
CCOC(=O)c1c(C)[nH]c(C(=O)CN2C(=O)NC(C)(C)C2=O)c1C,23%,2%,7%,-11,0%,17%,-1%,2
Cc1cc(NC(=O)/C=C/c2ccccc2Cl)no1,-28%,-7%,5%,-26,-13%,/,-5%,-21

# 2 compounds drawn at random from the list so far:
SMILES,TDP43 rescue,aSyn yeast inh,EPAC2 ag,DRD3 antagonist,Abeta rescue,FUS suppressor,EPAC2 antagonist,D3 ag
Cn1c(SCC(=O)Nc2cccc(NC(=O)c3cccs3)c2)nnc1-c1ccncc1,-5%,-13%,6%,?,-9%[9.22 µM],?,17%,-2
Cc1cc(NC(=O)/C=C/c2ccccc2Cl)no1,-28%,-7%,5%,-26,-13%,/,-5%,-21

# Looked up above:
# EPAC2 ag with CC(C)OCCCNCC(O)c1ccccc1 (stereo unspecified) : -4%
# EPAC2 antagonist with Cn1c(SCC(=O)Nc2cccc(NC(=O)c3cccs3)c2)nnc1-c1ccncc1 : 17%
# Abeta rescue with O=C(NCCc1ccccc1)c1cccc(NC(=O)C2CCCC2)c1 : -3%
# aSyn yeast inh with Cc1cc(NC(=O)/C=C/c2ccccc2Cl)no1 : -7%
# EPAC2 antagonist with CNc1nc(-c2ccc3c(c2)CCN3C(=O)c2ccc(F)cc2)cs1 : -10%[57.1 µM]

# From PubChem

# A portion of the library, so the mix of outcomes need not match the whole.
